DT40 TDP1 no CPT – qHTS for Inhibitors of human tyrosyl-DNA phosphodiesterase 1 (TDP1): qHTS in cells in absence of CPT. Potency, µM (top dose mostly 46.2 µM), for inactives: top-dose activity change, negative = growth inhibition, most hits filed as inhibitors. actives 15% (n = 420,000). DT40 Tdp1-/- hTDP1 cells, no CPT, ATP luminescence, 48 h; note: nearly all actives have a fitted effect of over 55% in size
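DT40 Tdp1-/-;hTDP1 cells, no CPT (DMSO vehicle only), 400 cells/well; compounds pin-transferred; ≥48 hr, 37 °C; CellTiter-Glo 30 min RT dark, luminescence read.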
KAT2A inh – GCN5L2 (KAT2A) acetyltransferase inhibition; actives 0.21% (n = 390,000); Potency, µM (highest dose often 58.9 µM), inactives show at the highest dose activity change, negative = inhibition, hits mostly inhibitors; Q92830; AID 504327; GCN5L2 HAT assay, ThioGlo1 CoA-SH fluorescence
Target sequence (Q92830 whole entry, looked up): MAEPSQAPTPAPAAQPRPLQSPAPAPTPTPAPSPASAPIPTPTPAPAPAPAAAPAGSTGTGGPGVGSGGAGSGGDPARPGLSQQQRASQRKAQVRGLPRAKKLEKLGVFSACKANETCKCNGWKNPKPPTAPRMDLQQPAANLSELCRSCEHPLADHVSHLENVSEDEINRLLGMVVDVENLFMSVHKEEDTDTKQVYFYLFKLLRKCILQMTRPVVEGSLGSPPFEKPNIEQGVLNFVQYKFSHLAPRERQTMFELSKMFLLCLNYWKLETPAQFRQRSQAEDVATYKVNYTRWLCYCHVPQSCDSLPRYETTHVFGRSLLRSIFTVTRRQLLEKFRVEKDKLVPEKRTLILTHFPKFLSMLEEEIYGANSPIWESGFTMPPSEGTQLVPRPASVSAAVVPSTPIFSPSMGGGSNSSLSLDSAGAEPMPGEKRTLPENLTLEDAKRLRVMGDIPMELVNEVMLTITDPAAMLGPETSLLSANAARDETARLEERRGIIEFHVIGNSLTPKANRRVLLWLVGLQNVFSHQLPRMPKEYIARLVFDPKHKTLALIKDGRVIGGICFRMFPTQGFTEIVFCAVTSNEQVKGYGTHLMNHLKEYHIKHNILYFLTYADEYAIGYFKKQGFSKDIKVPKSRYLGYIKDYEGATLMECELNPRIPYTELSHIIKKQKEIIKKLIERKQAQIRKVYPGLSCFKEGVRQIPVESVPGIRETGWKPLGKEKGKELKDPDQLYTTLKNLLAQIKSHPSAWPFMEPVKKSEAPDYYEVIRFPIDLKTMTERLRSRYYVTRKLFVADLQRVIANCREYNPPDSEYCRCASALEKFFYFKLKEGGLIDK
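Preincubate 20nM GCN5L2 with compound 15 min, RT → add 50uM ThioGlo1 + 75uM H3(1-25) + 70uM acetyl-CoA → read fluorescence 0 and 20 min. Primary qHTS; fluorescent artifacts likely.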
DT40 TDP1 CPT – growth inhibition of DT40 Tdp1-/-;hTDP1 cells with camptothecin (screen for TDP1 inhibitors). actives 12% (n = 420,000). Potency, µM (series often up to 46.2 µM), without a hit: at the top dose activity change, negative = growth inhibition, most hits filed as inhibitors. chicken DT40 Tdp1-/-;hTDP1 cells + 20 nM CPT, ATP luminescence, 48 h. AID 686979; note: nearly all actives have a fitted effect of over 55% in size
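Cell growth measured by CellTiter-Glo luminescence after a minimum 48 h, 37 C compound exposure with 20 nM CPT in Tdp1-knockout DT40 cells stably expressing hTDP1, seeded 400/well; qHTS titration format.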
Active calls of the source: *; ? = inconclusive; · = not tested or not shown; & = joins results of further samples; ! = repeats disagree. Calls come from the whole dose curve; as a rule, active = well fitted curve in the direction sought with a large enough effect; inconclusive = small, poorly fitted or top-dose-only effect, or another doubt; inactive = no such curve, though single readings can be large; an effect the other way counts as inactive or inconclusive. % is set by controls: 0 for no effect and ±100 for the full control effect; potency is the fitted concentration of half-maximal effect. An unsorted share of the library, and some 18% of all compounds hit somewhere here.

Compound	DT40 TDP1 no CPT	KAT2A inh	DT40 TDP1 CPT
COc1ccc(C(=O)COC(=O)c2ccccc2NS(=O)(=O)c2ccc(O)c([N+](=O)[O-])c2)cc1	-5%	?	-2%
COc1ccccc1CNC(=O)COC(=O)Cc1c[nH]c2ccccc12	2%	3%	14%
COc1ccc(C2Nc3ccccc3C(=O)N2c2ccccc2F)cc1COc1ccc(NC(C)=O)cc1 (configuration not stated)	18µM*	·	11µM*
CC(C)Cc1cc(C(=O)Nc2cc(C(F)(F)F)ccc2Cl)no1	-13%	-14%	8%
CCCNc1nc(N2CCCC2)nc(N2CCCC2)n1	13µM*	0%	?
O=C(Cn1nc(-c2ccccc2)c2ccccc2c1=O)NCCN1CCOCC1	0%	4%	-2%
CCCCNc1c(-c2ccc(SC3CCCCC3)cc2)nc2ccccn12	23µM*!	?	23µM*
O=C1NCC(c2ccccc2)C1C(=O)N/N=C\c1ccc(-c2cccc(Cl)c2Cl)o1 (configuration not stated)	?	-7%	-14%
O=C(CNC(=O)COc1ccccc1)NCc1cccnc1	-11%	0%	11%
COC(=O)c1ccc(COC(=O)CNC(=O)CNC(=O)c2ccc(C)cc2)cc1	16%	-2%	-16%
CC1=C(C/C=C(\C)CCC[C@H](C)CCC[C@H](C)CCCC(C)C)C(=O)c2ccccc2C1=O	?	·	3%&-1%
CC1CCN(C(=O)c2ccc3c(c2)C(=O)c2ccccc2-3)CC1	?	·	?
CSc1ccc(-c2nc(O)c3cnccn23)cc1	-11%	-8%	2%
O=C(Cc1cn2ccsc2n1)Nc1ccccc1Oc1ccccc1	-25%	-2%	-1%
Nn1c(SCC(=O)Nc2ccc(OC(F)F)cc2)nnc(Cc2ccccc2)c1=O	?	-2%	7%
CN(C)CCNc1ncnc2c1cnn2-c1cccc(Cl)c1	?	0%	?
CC1(C)NC(=O)N(CC(=O)OCC(=O)Nc2cc(S(=O)(=O)N3CCCCCC3)ccc2Cl)C1=O	-5%	-2%	6%
COC(=O)c1ccc(CN2C(=O)c3ccccc3C2=O)cc1	0%	-1%	5%
CCC(Oc1ccccc1)C(=O)Nc1ccccc1C(=O)N1CCN(C)CC1 (configuration not stated)	-19%	1%	-1%
CSc1ncnc2c1ncn2CCCNCc1ccc2c(c1)OCO2	-16%	·	3%
CCC(=O)NNc1nc2c(C)c(C)ccc2s1	8%	5%	0%
CCc1ccc(NS(=O)(=O)c2c(C)nc3sc(CC)nn3c2=O)cc1	13µM*	-18%&-7%	?
Nc1ccc(S(=O)(=O)Nc2cc(Cl)c(N)c(Cl)c2)cc1	-21%	·	0%
COc1ccc(C2c3[nH]c4ccccc4c3CCN2C(=O)c2cc3ncccn3n2)c(F)c1 (configuration not stated)	21µM*	-14%	0%
CCCCOC(=O)c1ccc(-c2ccc(/C=N/NC(=S)NCC)o2)cc1	7.3µM*	-5%	5.8µM*
C[C@@]12CCC3[C@@](CCC4[C@@]3(C)CCC[C@@]4(C)C(=O)NC3CCCCC3)(CC1=O)C2 (some centres not stated)	23µM*	-7%	18µM*
CC(=O)c1cccc(N=Cc2c(O)ccc3ccccc23)c1	-27%	-13%	-4%
COc1ccccc1N(C)S(=O)(=O)c1ccc(C(=O)OCC(=O)c2c[nH]c3ccccc23)cc1	?	-7%	?
Cc1cnc(CN2CCc3c([nH]c4ccccc34)C2C2CCCCC2)[nH]1 (configuration not stated)	?	-4%	?
O=C1c2ccccc2C(=O)N1CCCc1nc2ccccc2c(=O)n1Cc1ccco1	16µM*	-4%	21µM*
COc1ccc(OC)c(CN2CCN(C(=O)CNC(=O)c3ccccc3F)CC2)c1	-21%	-4%	-25%
CCN(CC(=O)NCc1ccc(F)cc1)C(=O)COc1ccc(C)c(C)c1	?	0%	-25%
CCOC(=O)C1CCN(C(=O)CCNC(=O)c2ccccc2OC)CC1	-19%	·	-1%
C=CCOc1ccc(C2=NO[C@@H]3[C@@H]4C[C@@H]([C@H]5C(=O)N(C)C(=O)[C@@H]45)[C@H]23)cc1	-18%	-11%	-20%
O=C(CCNC(=O)Cn1ccc2ccccc2c1=O)NCCN1CCN(c2cccc(Cl)c2)CC1	?	-7%	-27%
Cc1ccc(NC(=O)COC(=O)c2ccc3c(c2)OCO3)c(C)c1	-4%	1%	18%
NC(=O)NC1NC(=O)NC1=O (configuration not stated)	6%	11%&-6%	-5%
Cc1cc(C)nc(N2CCC(C(=O)NNC(=O)c3ccccc3)CC2)n1	-15%	-2%	4%
CCOc1cc2c(C#N)c(N3CCCCC3)nc(N)c2c(N)n1	?	-5%	?
CCn1c(SCC(=O)NCc2ccccc2)nnc1-c1ccccc1O	-14%	?	-1%
CCCCCCC1CCC(c2nc(-c3ccncc3)no2)CC1 (configuration not stated)	?	-5%	?
CCN(CC)CCn1cnc2c1c(=O)n(CCOC(=O)c1cc(OC)c(OC)c(OC)c1)c(=O)n2C	0%	-2%	4%
CCN(CC)c1ccc(N=C2C(=O)Nc3ccccc32)cc1	5.8µM*	-27%	6.5µM*
Cn1c(=O)oc2cc(S(=O)(=O)N3CCN(c4ccccc4F)CC3)ccc21	-7%	1%	0%
COc1cccc(C2=CC(=O)CC(C)(C)C2)c1OC	-18%	-9%	2%
CCC1CCCCN1C(=O)c1ccccc1OC1CCN(S(C)(=O)=O)CC1 (configuration not stated)	-10%	1%	?
CCCOc1cccc(C(=O)NCCNC(=O)c2ccccn2)c1	-13%	-4%	-6%
Cc1ccnc(NS(=O)(=O)c2ccc(CC(C)C)cc2)c1	-28%	-6%	-16%
CC(C)n1c(C(F)(F)F)nc2cc(C(=O)N3CCCCC3)ccc21	-8%	-17%	2%
CC(C)Cn1c(N)c(C(=O)CSc2nccn2C)c(=O)n(C)c1=O	?	-3%	0%

(next part)
Compound	DT40 TDP1 no CPT	KAT2A inh	DT40 TDP1 CPT
CCN(CC)CCOc1ccccc1OC	-11%&-3%	2%&-5%	-7%&-2%
O=C(NCCc1ccc(Cl)cc1)C1CCC(=O)N1C1CCCC1 (configuration not stated)	-12%	-5%	-9%
Cc1cc(NC(=O)c2cccs2)ccc1NC(=O)Cc1ccccc1	?	-2%	-13%
Cc1ccc(CSc2nnc(-c3cccnc3)o2)cc1	?	-3%	-6%
Cc1ccc(-c2nnc(SCc3ccc(C#N)cc3)n2Cc2ccco2)cc1	?	-4%	26µM*
COc1ccc(-c2cc(C(F)(F)F)nc(SCC(=O)NCCc3ccc(OC)c(OC)c3)n2)cc1	21µM*	-7%	21µM*
Cc1cccc(N(C)C(=O)CSc2nc3ncccc3o2)c1	?	-1%	-28%
COc1c(/C=N/NC(=O)c2ccccc2O)c(CCN(C)C(C)=O)cc2c1OCO2	-8%	-12%	-13%
Cc1ccc(OC(=O)N(C)C[C@@H]2OCc3cn(nn3)CCCC(=O)N([C@@H](C)CO)C[C@H]2C)cc1	?	·	-13%
COc1cc(/C=C2\C(=O)ON=C2c2ccccc2)cc(Cl)c1O	18µM*	-9%	16µM*

Part of the list above, with each value named:
Cc1cc(NC(=O)c2cccs2)ccc1NC(=O)Cc1ccccc1
  DT40 TDP1 no CPT: ?; KAT2A inh: -2%; DT40 TDP1 CPT: -13%
COc1cc(/C=C2\C(=O)ON=C2c2ccccc2)cc(Cl)c1O
  DT40 TDP1 no CPT: 18µM*; KAT2A inh: -9%; DT40 TDP1 CPT: 16µM*
Cc1cccc(N(C)C(=O)CSc2nc3ncccc3o2)c1
  DT40 TDP1 no CPT: ?; KAT2A inh: -1%; DT40 TDP1 CPT: -28%
COc1c(/C=N/NC(=O)c2ccccc2O)c(CCN(C)C(C)=O)cc2c1OCO2
  DT40 TDP1 no CPT: -8%; KAT2A inh: -12%; DT40 TDP1 CPT: -13%

Continuation:
Compound	DT40 TDP1 no CPT	KAT2A inh	DT40 TDP1 CPT
CCCNC(=O)c1cc(-c2ccc(OC)cc2)on1	-11%	2%	?
Cc1cc(C)nc(SCC(=O)NN=C2CCCC2)n1	21µM*	-8%	?
Cc1ccccc1NC(=O)CNC(=O)N1CC(=O)Nc2ccccc21	5%	·	3%
Cc1nnc(Sc2nc3c(c(=O)n(C)c(=O)n3C)n2Cc2ccccc2Cl)s1	?	·	-20%
NS(=O)(=O)c1ccc(CCNC(=O)C2CCCN(S(=O)(=O)c3cccnc3)C2)cc1 (configuration not stated)	-12%	-2%	3%
NCC[C@H](O)C(=O)N[C@@H]1C[C@H](N)[C@@H](O[C@H]2O[C@H](CN)[C@@H](O)[C@H](O)[C@H]2O)[C@H](O)[C@H]1O[C@H]1O[C@H](CO)[C@@H](O)[C@H](N)[C@H]1O	17%&4%	-4%&68%	10%&-17%
C=CCNC(=O)C(=O)NCC(c1ccc2c(c1)OCO2)N1CCOCC1 (configuration not stated)	18%	-2%	-1%
O=C1CC(N2CCN(c3ccccn3)CC2)C(=O)N1c1ccc(F)cc1 (configuration not stated)	-12%	-2%	-9%
NC(=O)c1cccc(-c2cccc3nccn23)c1	-2%	·	-4%
O=Cc1cc(N=Nc2cccc(C(=O)O)c2)ccc1O	?	-27%	-22%
COC(=O)Cn1cnc(C(=O)Nc2ccc(C)c(C)c2)n1	-13%	1%	0%
O=C(c1sc2cccc(F)c2c1Cl)N1CCN(c2ncccn2)CC1	?	-5%	-8%
CC(N=Cc1c(O)c2ccccc2oc1=O)C(=O)O (configuration not stated)	-11%	-4%	-14%
COc1ccc(N2CCN(C(=O)CNC(=O)c3ccccc3Cl)CC2)cc1	-23%	0%	-15%
O=C(CCS(=O)(=O)c1nc(-c2ccc3c(c2)OCO3)cc(C(F)(F)F)n1)Nc1ccccc1F	8.2µM*	-8%	7.3µM*
CNC(=O)CSc1nc2cccnc2n1-c1ccc(F)cc1	-4%	-4%	1%
C1CCc2c(c(N3CCOCC3)nc3sc4c(N5CCOCC5)nnnc4c23)C1	-3%	·	7%
COc1cc(NC(=O)NCCN2CCN(c3ccccc3)CC2)cc(OC)c1OC	-11%&-24%	0%&-2%	25%&2%
O=C(c1ccc([N+](=O)[O-])o1)N1CCc2ccccc21	12µM*	-2%	10µM*
Cc1cn(CC(=O)N[C@H](C)c2cccc3ccccc23)c(=O)[nH]c1=O	-12%	·	0%
Cc1ccc(C)n1-c1nc(=S)[nH][nH]1	-8%	18µM*	-19%
Cc1ccc(CNC(=O)C2(S(=O)(=O)c3ccc(C)cc3)CC2)cc1	-21%	0%	?
O=C1CS/C(=C\[N+](=O)[O-])N1c1ccc(OC(F)(F)F)cc1	-26%	-8%	-15%
O=C(Cn1cc(C(=O)C2CC2)c2ccccc21)Nc1ccccc1Cl	2%	0%	-8%
COc1cc(NS(=O)(=O)c2ccc3[nH]c4c(c3c2)CCCC4)cc(OC)c1OC	0.58µM*	-10%	0.92µM*
COc1cc(-c2noc(C)c2C(=O)NCc2ccc(C)o2)cc(OC)c1OC	?	-2%	?
COc1cccc2cc(-c3nnc(Nc4c(F)cccc4F)s3)c(=O)oc12	3%	-4%	1%
Cc1cc(NC(=O)CCCC(=O)N(c2ccccc2)C(C(=O)NC2CCCCC2)c2cccs2)no1 (configuration not stated)	?	3%	-1%
O=C(NC1CC1)C1CCCN(C(=O)Nc2ccc(F)cc2)C1 (configuration not stated)	-15%	-6%	-2%
Cc1cc(=O)oc(C)c1C(=O)NCc1cccnc1	-21%	-5%	-2%
O=C(CNC(=O)N1CC(=O)Nc2ccccc21)Nc1ccc(F)c(Cl)c1	3%	-2%	-17%
COc1ccc(N(CC(=O)Nc2cc(OC)cc(OC)c2)S(=O)(=O)c2c(C)n[nH]c2C)cc1	?	-3%	-30%
Cc1cc(SCc2ccccc2C)nc(=O)[nH]1	-28%	-4%	-29%
CCOCCCN(C(=O)c1snc(C(N)=O)c1N)C(C(=O)NCCC(C)C)c1ccc(Cl)cc1 (configuration not stated)	?	-7%	-24%
CC(C)C1Oc2cc3oc(=O)ccc3cc2C1=O (configuration not stated)	-13%	2%	-21%
Fc1ccccc1-c1n[nH]c(=S)n1Cc1ccccc1	2%	-14%	1%

Screens: PubChem, National Center for Advancing Translational Sciences (NCATS)
